Polio RdRp inh: inhibitors of poliovirus RNA polymerase binding and polymerization. P03300. poliovirus polymerase elongation, fluorescence polarization; hits give low values. % elongation, % (compound at 16.7 µg/mL). hit rate 0.66% among 150,000; in the data active = % elongation below about 90%; note: some results filed as inactive read as strong as hits
Target sequence (P03300 1749-2209 limits assumed): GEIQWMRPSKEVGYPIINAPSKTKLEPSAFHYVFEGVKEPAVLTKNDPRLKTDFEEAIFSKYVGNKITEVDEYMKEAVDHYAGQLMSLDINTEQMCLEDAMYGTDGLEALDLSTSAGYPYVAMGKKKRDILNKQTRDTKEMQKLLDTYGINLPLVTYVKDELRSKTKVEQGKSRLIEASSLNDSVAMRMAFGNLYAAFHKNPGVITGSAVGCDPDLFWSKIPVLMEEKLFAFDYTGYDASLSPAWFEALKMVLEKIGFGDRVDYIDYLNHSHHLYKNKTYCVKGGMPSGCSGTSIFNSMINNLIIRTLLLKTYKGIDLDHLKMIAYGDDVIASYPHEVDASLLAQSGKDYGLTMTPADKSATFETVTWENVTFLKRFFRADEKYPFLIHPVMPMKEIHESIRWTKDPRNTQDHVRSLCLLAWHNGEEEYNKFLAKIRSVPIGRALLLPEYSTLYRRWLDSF
Polio RdRp inh FP z-score: second read-out of Polio RdRp inh, no call of its own (marks repeat the call); z-score; measured here: FP z-score; hits read low
An asterisk follows results filed as active.

Every second line gives: Polio RdRp inh, Polio RdRp inh FP z-score
- O=C(Cn1ncc2c(=O)oc3ccccc3c21)NCC1COc2ccccc2O1 (stereo unspecified)
    100, -0.9
- O=C(Nc1ccccc1)c1ccc(-c2nc3ccccc3s2)s1
    104, 0.1
- O=C(CSCc1cnn(-c2ccccc2)c1-n1cccc1)NCc1ccc(Cl)cc1
    106, -0.3
- CCOC(=O)C1SC(c2ccccc2)C(C#N)C1(O)c1ccccc1 (stereo unspecified)
    104, 0.5
- COc1ccc(CC2=C(C)C(=O)N(c3ccc(OC)cc3)C2=O)cc1
    99, -0.8
- O=C1CCc2cc(S(=O)(=O)NCc3ccccc3)ccc2N1
    101, -0.3
- CC(SCCc1ccccn1)C(=O)O (stereo unspecified)
    102, -0.1
- COc1cc2c(cc1OC)-c1c(C#N)c(-c3ccc(C)cc3)c(C(=O)c3cccs3)n1CC2
    98, -1
- Cc1oc(C(C)(C)C)cc1C(=O)NCc1csc(-c2cccs2)n1
    98, -0.7
- COC(=O)CSc1nc2c3ccccc3ncn2n1
    107, 0.6
- CC(C)CNc1ncnc2onc(-c3ccc(Cl)cc3)c12
    108, 0.2
- Cc1ccc(C(NC(=O)Cc2cccs2)C(=O)Nc2ccc(C(C)C)cc2)cc1 (stereo unspecified)
    107, 0.4
- Cc1cc(C)nc(N2Cc3ccccc3C2=NC(=O)c2ccc3c(c2)OCCO3)n1
    104, 0.3
- O=C(NCC(=O)N1CCN(c2ccccc2)CC1)c1ccc(Br)cc1
    102, 0
- CCCCOC(=O)CSc1nnc(-c2ccccc2)o1
    101, -0.2
- CCC1CN(C(=O)N2CCC(C(=O)O)CC2)c2cc(C)ccc2O1 (stereo unspecified)
    105, -0.7
- N/N=C(\CCC(=O)O)c1ccccc1
    100, 0.2
- Cc1ccc(C2=Nc3ccccc3N(CC(=O)Nc3ccc4c(c3)OCO4)C(=O)C2)cc1
    101, 0
- CC(C)(C)C(=O)Nc1ccc(NC(=O)c2ccco2)cc1
    100, -0.5
- Cc1ccc(NC(=O)NCc2cccn2Cc2ccccc2)cc1F
    109, 0.7
- Cc1ccc(C)c(-c2nnc(NC(=O)c3ccc4c(c3)OCCO4)o2)c1
    116, 2
- C=CCn1c(CC(C)C)nnc1SCC(=O)Nc1ccc(Cl)cc1
    105, 1.4
- Cc1ccc(N2CCN(CC(N)=O)CC2C)cc1 (stereo unspecified)
    105, 1.4
- N#CC(NC(=S)Nc1cccc(Cl)c1)c1ccccc1 (stereo unspecified)
    98, -1.7
- CCOC(=O)c1c(NC(=O)C(C)Sc2nnc(C)s2)sc2c1CCCC2 (stereo unspecified)
    100, -0.1
- CC1(C)CSC(Nc2cccc(C(F)(F)F)c2)=N1
    103, 0.6
- Cc1nnc(SC(C)C(=O)N2CCc3ccccc3C2)n(N)c1=O (stereo unspecified)
    104, 0
- COc1ccc(NS(=O)(=O)c2ccc3oc(=O)ccc3c2)cc1
    104, 1.4
- O=C(c1cccs1)n1cnc2ccccc21
    104, 0.3
- Cc1cc(C)cc(NC(=O)NCc2c(-c3ccccc3)noc2C)c1
    101, -0.3

Two compounds picked at random from those above, as already listed:
Every second line gives: Polio RdRp inh, Polio RdRp inh FP z-score
- Cc1ccc(C2=Nc3ccccc3N(CC(=O)Nc3ccc4c(c3)OCO4)C(=O)C2)cc1
    101, 0
- CCOC(=O)C1SC(c2ccccc2)C(C#N)C1(O)c1ccccc1 (stereo unspecified)
    104, 0.5

The listing picks up with the four entries that preceded the break.
Every second line gives: Polio RdRp inh, Polio RdRp inh FP z-score
- Cc1nnc(SC(C)C(=O)N2CCc3ccccc3C2)n(N)c1=O (stereo unspecified)
    104, 0
- COc1ccc(NS(=O)(=O)c2ccc3oc(=O)ccc3c2)cc1
    104, 1.4
- O=C(c1cccs1)n1cnc2ccccc21
    104, 0.3
- Cc1cc(C)cc(NC(=O)NCc2c(-c3ccccc3)noc2C)c1
    101, -0.3
- Cc1cc2c(c(=O)n1Cc1ccccc1)C(c1ccncc1)C(C#N)=C(N)O2 (stereo unspecified)
    99, -0.5
- c1cnc2cc(CNCc3ccc4c(c3)OCO4)ccc2n1
    100, -1
- CC(C)CCSc1nc(N)c(C#N)cc1C#N
    95, -0.8
- CN(CC(=O)NCc1ccccc1)Cc1nc2ccccc2c(=O)[nH]1
    102, 0.1
- COc1cccc(-c2nc(S(=O)(=O)c3ccc(C)cc3)c(NCc3ccccc3)o2)c1
    102, -1
- CC12CC(/C(=C(O)\C=C\c3ccccc3)C(=O)N1)c1ccccc1O2 (stereo unspecified)
    100, -0.2
- Cc1nn2c(C)c(C(=O)N3CCN(c4ccccc4)CC3)cnc2c1-c1ccccc1
    108, 0.2
- O=C(OCc1nc2ccccc2s1)c1n[nH]c(=O)c2ccccc12
    103, 0.1
- CCSc1nnc(SCC(=O)NCc2ccc(OC)c(C(=O)O)c2)s1
    98, -0.6
- Cn1c(=O)[nH]c(=O)c2c1nc(N1CCOCC1)n2Cc1ccccc1
    103, 0.1
- Cc1cccc(N2CCN(C(=O)Nc3cn(C)c(=O)c4ccccc34)CC2)c1C
    103, 0.1
- Cc1ccc(CN2CCC(CNC(=O)c3cnn(-c4ccccc4)c3C3CCN(C(=O)OC(C)(C)C)CC3)CC2)cc1
    105, -0.1
- O=C(NCCN1C(=O)S/C(=C\c2cccnc2)C1=O)c1cccc(S(=O)(=O)N2CCN(c3ccc(F)cc3)CC2)c1
    100, -0.3
- COC(=O)c1ccc(C)c(NC(=O)C2CC(=O)N(Cc3ccc(C)cc3)C2)c1 (stereo unspecified)
    101, -0.2
- CN1CCN(S(=O)(=O)c2ccc(NC(=S)NC(=O)C3CCCC3)cc2)CC1
    102, 0.4
- COc1ccccc1OCCSc1nc2ncnc(N)c2[nH]1
    102, 0.2
- O=C(O)Cc1ccc2ccccc2c1Br
    104, 0.6
- CCC1(C)Cc2c(sc3nc(SC)n4c(SCc5ccccc5)nnc4c23)CO1 (stereo unspecified)
    104, 1.1
- Cc1cccc(NC(=O)C2CCCN(S(=O)(=O)c3ccc(Br)s3)C2)c1 (stereo unspecified)
    112, 1
- O=C(O)CCN1C(=O)CSC1=O
    103, 0.3
- CCN(CC)C(=O)c1noc2c1COc1ccccc1-2
    100, -0.7
- CN(C)C=Nc1ccc(C(=O)/C=C/N(C)C)cc1
    106, 0.5
- O=C(O)C1CCCN(c2nn3cc(-c4ccc(F)cc4)nc3s2)C1 (stereo unspecified)
    97, -2.4
- O=S(=O)(NCCS(=O)(=O)N1CCN(c2ccccc2F)CC1)c1ccc(Cl)cc1
    110, 0.8
- O=C(OCc1nc2ccccc2s1)c1ccccc1
    105, 2.8
- O=C(CN1C(=O)C2(SCC(=O)N2c2ccc(F)cc2)c2ccccc21)NC1CCCCC1 (stereo unspecified)
    106, 0.2
- O=C(N/N=C\c1cc(Cl)ccc1O)c1ccc(S(=O)(=O)N2CCCCC2)cc1
    100, 0.2
- O=C(NC1C2CC3CC(C2)CC1C3)C1CCCCC1 (stereo unspecified)
    101, -0.3
- Cn1ncc(Br)c1-c1nc2ccccc2[nH]1
    102, 0.1
- Cc1ccc(OCC(=O)Nc2ccc3nc(SCC(=O)N(C)c4ccccc4)sc3c2)cc1
    107, 0.1
- CCN(CC)S(=O)(=O)c1ccc(NC(=O)CSc2nc3ccccc3o2)cc1
    103, 0
- COC(=O)C1=CN(C2CC2)C=C(C(=O)OC)C1c1ccccc1
    103, 0.3
- O=C(NCc1cccnc1)NC1CCCCC1
    101, -0.1
- O=C(C[n+]1cc(-c2ccccc2)n2c1CCC2)c1ccccc1
    105, 0.9
- Cn1c(=O)c2conc2n(C)c1=O
    101, 0
- N#Cc1ccccc1NC(=O)COC(=O)C1CCCCC1
    97, -0.7
- CC1CCCN(Cc2nc3c(c(=O)n(C)c(=O)n3C)n2Cc2ccc(Cl)cc2)C1 (stereo unspecified)
    107, 0.5
- CN(C)c1ccc(C(=O)NC2CCSC2=O)cc1 (stereo unspecified)
    102, 0.3
- CCn1c(=O)c(=O)n(CC)c2cc(N3CCCCC3)c(NC(=O)c3ccccc3)cc21
    101, 0.2
- CN1CCN(c2ccc(CNS(=O)(=O)c3cccc4nonc34)cc2)CC1
    103, 0.1
- COCCNC(=O)c1cccc(OC(C)C)c1
    102, 0
- CN1CCC(OC(=O)Cc2ccc(Cl)cc2)CC1
    101, -0.2
- COc1ccc(CC(=O)Nc2ccc(N3CCOCC3)cc2)cc1S(=O)(=O)N1CCOCC1
    105, 0.2
- CCn1cc(C(=O)Nc2ccccc2)c(=O)c2ccc(C)nc21
    101, -0.2
- NCCN1CCCC1=O
    105, 1
- CCOC(=O)N1CCN(C(=O)c2cccn3c(=O)c4cc5ccccc5cc4nc23)CC1
    89, -5.6
- COc1ccc(S(=O)(=O)c2c(Nc3ccc(F)cc3)sc(C(=O)c3ccc4c(c3)OCO4)c2N)cc1
    107, 0.2
- C=CCNC(=O)c1cc(C)on1
    102, 0.2
- CC1CCN(S(=O)(=O)c2ccc(C(=O)Oc3ccc4c(c3)OCO4)cc2)CC1
    105, 0.6
- CC(NC(=O)CSc1nc(-c2ccccc2F)nc2cc(=O)[nH]n12)c1nc2ccccc2n1C (stereo unspecified)
    105, -0.4
- O=C(Nc1sc2c(c1C(=O)O)CCCC2)c1ccc(Br)cc1
    85*, -1.4*
- CCN(CC)c1nc(SCC(=O)O)nc(N(CC)CC)n1
    102, 0.5
- Cc1nnc(Oc2ccc(Cl)cc2Cl)c2ccccc12
    101, -0.3
- COC(=O)C1=CN(CC23CC4CC(CC(C4)C2)C3)C=C(C(=O)OC)C1c1ccc(F)cc1
    109, 0.5
- O=c1cc(CSc2n[nH]c(-c3ccccc3)n2)[nH]c2ccccc12
    106, -0.1
- O=C(COc1ccccc1)N1CCNCC1
    102, 0.1
- O=C(NCC1(c2ccccc2)CCCC1)C(=O)Nc1cccc(Br)c1
    111, 1
- CCc1cccc2c(C(=O)COC(=O)/C=C/c3ccco3)c[nH]c12
    106, 0.3
- Cc1nn2c(C)c(C(=O)N3CCN(c4ccc(Cl)cc4)CC3)cnc2c1-c1ccc(F)cc1
    107, 0.2
- COc1ccc(N2CCN(C(=O)CCCN3C(=O)CSC3=S)CC2)cc1
    114, 1.6

Further results follow.
structure	Polio RdRp inh	Polio RdRp inh FP z-score
COc1ccc(-c2nnc(SCC(=O)Nc3cccc(Cl)c3C)nc2-c2ccc(OC)cc2)cc1	110	0.3
Nn1c(SCc2ccccc2)nnc1C(F)(F)F	101	-0.2
O=S1(=O)N=CNc2ccc(S(=O)(=O)N3CCc4ccccc43)cc21	112	4.5
CCOc1ccc(C(=O)N(C)CC2COc3ccccc3O2)cc1 (stereo unspecified)	103	0.6
COc1cccc(C(=O)Nc2nc3cc4c(cc3s2)OCO4)c1	103	0.3
O=C(Nc1ccc2c(c1)OCO2)Nc1ccc(N2CCOCC2)c2nonc12	98	-0.9
COc1ccc(/C=C(\C#N)c2cccs2)cc1	105	0.4
COCCN1CN(Cc2ccccc2)c2nc3ccccc3n2C1	103	0.2
COc1cccc(NC(=S)NC(Cc2ccccc2)c2ccccc2)c1 (stereo unspecified)	104	0.2
CCOC(=O)c1sc(=S)n(-c2ccc(OC)c(Cl)c2)c1N	101	-0.2
Cc1nn(-c2ccccc2)c2c1N(C(=O)CCC(=O)Nc1ccccc1Cl)CCS2	105	1.1
CC(C)(C)c1csc(NC(=O)C(CC(=O)O)NCc2ccco2)n1 (stereo unspecified)	100	-0.3
O=C(Cn1[nH]c(=O)c2ccccc2c1=O)N1CCN(C/C=C/c2ccccc2)CC1	100	-0.2
Cc1cc(Nc2ccc3ccccc3n2)n(-c2ccccc2)n1	99	-0.8
CCc1ccccc1NC(=O)CNC(=O)c1n[nH]c(=O)c2ccccc12	107	0.6
CSCCC(NS(=O)(=O)c1ccc2c(c1)oc(=O)n2C)C(=O)Nc1ccc(Cl)cc1 (stereo unspecified)	105	-0.5
Cc1cc(C(=O)O)cs1	104	0.7
O=C(CCOc1ccccc1)N(Cc1cccnc1)c1nc2ccc(F)cc2s1	102	-0.9
Cn1c(=O)c2cc(C(=O)N3CCN(c4ccc(Cl)cc4)CC3)sc2c2ccccc21	104	0
O=C(Nc1cccnc1)c1cccn(Cc2cccc(Cl)c2)c1=O	101	0.1

Profiles as entered above. Order of values: Polio RdRp inh	Polio RdRp inh FP z-score
O=C(Nc1cccnc1)c1cccn(Cc2cccc(Cl)c2)c1=O is listed with 101	0.1
CCc1ccccc1NC(=O)CNC(=O)c1n[nH]c(=O)c2ccccc12 is listed with 107	0.6

The results go on.
structure	Polio RdRp inh	Polio RdRp inh FP z-score
COCC(=O)N(CC1CCCO1)c1nnc(C)s1 (stereo unspecified)	99	-0.4
O=c1[nH]cnc2ccc(Br)cc12	98	-0.9
CC(C)CCNC(=O)c1cc2sccc2n1Cc1ccc(F)cc1	101	0
COc1ccccc1NC(=O)Cn1c(CN2CCCCC2)nc2ccccc2c1=O	101	-0.2
CC(=O)c1ccc(NC(=O)CSc2nccn2C2CCCC2)cc1	111	1
COc1cccc(NC(=O)c2sc3nc(C)c(C(=O)Nc4ccc(C)cc4C)c(-c4sccc4C)c3c2N)c1	106	0.2
COC(=O)c1cccc(NC(=O)c2ccccc2)c1	100	-0.5
CCCCn1c(N)c(N2CCOCC2)c(=O)n(CC(=O)N2C(C)CCCC2C)c1=O (stereo unspecified)	103	-0.1
CC(=O)OCCCn1c(C)nc2cc(Cl)ccc21	109	0.5
O=C(COC(=O)C1CC2C=CC1C2)Nc1ccccc1 (stereo unspecified)	103	0.7

Copied from above for reference:
structure	Polio RdRp inh	Polio RdRp inh FP z-score
CC(=O)OCCCn1c(C)nc2cc(Cl)ccc21	109	0.5
O=C(COC(=O)C1CC2C=CC1C2)Nc1ccccc1 (stereo unspecified)	103	0.7

The list goes on:
structure	Polio RdRp inh	Polio RdRp inh FP z-score
COc1ccc(OC(=O)c2cn(-c3cccc(OC)c3)c(=O)c3ccccc23)cc1	115	1.7
O=C(NCc1ccccc1)N1CCSc2ccccc21	102	0.2
CCCSc1nsc(NC(=O)CN2C(=O)COc3ccccc32)n1	121	3.4
O=C1N/C(=N/S(=O)(=O)c2ccccc2)S/C1=C/c1ccccc1O	101	0.2
Cc1noc(-c2ccc(-c3noc(-c4ccc(Cl)cc4)n3)cc2)n1	104	-0.9

Assay outcomes from PubChem BioAssay.

Some of the compounds tested; rates above refer to the full screens.
